# NPY1 pot ag: potentiators or agonists of human neuropeptide Y receptor Y1; P25929; NPY-Y1 expressing cells, potentiator/agonist activation; activation, % at 3.6 µM; 0.37% of 220,000 active; AID 1304; in the data active = activation above about 33%, passing the limit was not always enough;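 also: cells stimulated with NPY at EC10 then isoproterenol at EC100; 0% = low agonist plus stimulus and 100% = saturating agonist plus stimulus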
# NPY2 pot ag: human NPY-Y2 potentiation or agonism, primary screen. cells expressing NPY-Y2, potentiator/agonist read-out. 0.45% of 220,000 active. P49146. activation, % at 3.6 µM; in the data active = activation above about 27%;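 also: cells stimulated with NPY near EC25 plus isoproterenol at EC100; 0% = vehicle plus submaximal agonist and 100% = vehicle plus saturating agonist; some results beyond the cut were filed as inactive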
# S1P4 agonist: agonists of human S1P4 receptor; S1P4-expressing cell line, agonist reporter assay; activation, % at 4.98 µM; 0.35% of 220,000 active; in the data active = activation above about 11%;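 also: 0% = DMSO vehicle and 100% = reference agonist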
# S1P4 antag: antagonists of human S1P4 receptor; O95977; S1P4-expressing cells, antagonist mode, reporter read-out; inhibition, % at 4.98 µM; 0.26% of 220,000 active; AID 1510; in the data active = inhibition above about 29%;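 also: 0% = wells stimulated with agonist and 100% = vehicle wells without agonist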
# RBBP9 inhibitor: human RBBP9 hydrolase inhibition | O75884 | recombinant RBBP9, FP-Rh probe fluorescence polarization | inhibition, % at 7.94 µM | 0.2% of 220,000 active;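 active = inhibition above the campaign mean of all tested compounds plus 3 SD, cut at about 14% in these data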;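 also: plate controls were DMSO wells with RBBP9 for no effect and wells lacking RBBP9 protein for full effect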
# Target sequence (O75884 whole entry, looked up): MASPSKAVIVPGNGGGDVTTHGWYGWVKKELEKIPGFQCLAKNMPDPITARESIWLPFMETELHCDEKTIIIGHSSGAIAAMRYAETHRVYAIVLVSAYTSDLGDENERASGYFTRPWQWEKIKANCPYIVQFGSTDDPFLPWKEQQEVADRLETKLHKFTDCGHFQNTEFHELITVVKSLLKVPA
#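 Test system – recombinant human RBBP9 · Input – RBBP9 2.5 µM in dispensing solution, pre-mixing · Medium – Tris buffer pH 8.0, NaCl, Pluronic · Schedule – preincubation 30 min plus labeling 45 min at 25 °C · Measured by – fluorescence polarization · Measure – % inhibition · Controls – DMSO and no-protein wells · Replicates – one well per compound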
# Runt-CBFb FRET: blocks binding of human RUNX1 Runt domain to CBFb; inhibition, % at 20 µM; 0.46% of 220,000 active; Cerulean-Runt/Venus-CBFb FRET ratio 530/480, 1 h; Q01196+Q13951;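 active = inhibition over about 50% at 20 µM in the single-dose screen, limit read from the data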;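 also: 0% = DMSO wells and 100% = excess unlabeled CBFb competitor control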
# Target sequence (Q01196 whole entry, looked up, the tested form may be a part): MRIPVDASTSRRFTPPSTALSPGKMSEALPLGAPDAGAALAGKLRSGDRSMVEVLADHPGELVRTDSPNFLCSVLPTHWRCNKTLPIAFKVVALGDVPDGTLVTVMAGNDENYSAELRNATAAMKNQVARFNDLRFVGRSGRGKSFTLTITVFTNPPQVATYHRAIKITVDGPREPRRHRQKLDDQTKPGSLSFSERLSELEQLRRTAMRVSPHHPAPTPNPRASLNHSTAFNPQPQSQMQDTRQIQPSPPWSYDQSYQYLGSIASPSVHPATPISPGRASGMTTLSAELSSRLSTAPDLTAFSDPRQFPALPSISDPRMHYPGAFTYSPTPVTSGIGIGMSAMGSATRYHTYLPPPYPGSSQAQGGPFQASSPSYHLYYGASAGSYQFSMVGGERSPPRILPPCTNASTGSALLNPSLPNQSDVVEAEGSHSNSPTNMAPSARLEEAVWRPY
# Target sequence (Q13951 whole entry, looked up, the tested form may be a part): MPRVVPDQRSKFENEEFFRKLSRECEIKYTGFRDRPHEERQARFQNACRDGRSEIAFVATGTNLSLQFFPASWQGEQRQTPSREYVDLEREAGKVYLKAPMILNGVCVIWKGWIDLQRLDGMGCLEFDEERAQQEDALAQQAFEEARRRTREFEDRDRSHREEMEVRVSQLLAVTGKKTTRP
#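 Schedule: protein complex preformed 1 h, compound exposure 1 h, room temperature, dark; test system: Cerulean-labeled Runt domain protein; amount: 100 nM per protein; buffer or medium: Tris 50 mM pH 7.5, KCl, K2SO4, 0.01% BSA; read-out: loss of energy transfer signal; detection: FRET fluorescence; controls: 5 µM unlabeled CBFb as full-inhibition high control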
# Ba/F3 V617F tox: loss of viability in JAK2V617F-driven Ba/F3 cells. Ba/F3 EpoR-JAK2V617F viability, ATP luminescence. inhibition, % at 5.6 µM. 1.1% of 220,000 active. AID 1446;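 active = inhibition above the campaign mean plus 3 SD over all tested compounds, cut at about 24% in these data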;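 also: cytokine-independent growth of Ba/F3 cells driven by EpoR plus mutant JAK2; 0% = DMSO-treated cells and 100% = JAK inhibitor I control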
# BaF3 tox: parental Ba/F3 viability inhibition as JAK2V617F counter-screen; 1.1% of 220,000 active; inhibition, % at 5.6 µM; CellTiter-Glo ATP luminescence;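 active = inhibition above a per-campaign cutoff, the mean inhibition of all tested compounds plus 3 SD, cut at about 27% in these data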;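 also: 0% = DMSO wells and 100% = JAK Inhibitor I control wells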
# NPY-Y1 antag: blocks the human neuropeptide Y Y1 receptor; P25929; HEK293-CNG Y1 cells, membrane potential fluorescence; NPY at EC95, then isoproterenol; inhibition, % at 3.6 µM; 1% of 200,000 active;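 active = inhibition above the campaign mean inhibition of all tested compounds plus 3 SD, cut at about 20% in these data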;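 also: 0% = DMSO wells given NPY plus isoproterenol and 100% = isoproterenol alone without NPY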
#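 Material: Y1- and CNG-channel-expressing HEK293 cells / Probe or stimulus: NPY 25 nM then isoproterenol 1 µM plus Ro 20-1724 25 µM / Doses: 3.6 µM single dose, DMSO 0.4% / Schedule: compound incubation 1 h at room temperature, readout 45 min post-stimulation / Signal: membrane potential fluorescence / Benchmarks: isoproterenol-only wells as full block versus NPY-plus-isoproterenol wells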
# The depositor's hits bear a star; . = not tested or not shown.
# Every second line gives: NPY1 pot ag	NPY2 pot ag	S1P4 agonist	S1P4 antag	RBBP9 inhibitor	Runt-CBFb FRET	Ba/F3 V617F tox	BaF3 tox	NPY-Y1 antag
CCOC(=O)c1sc2nc(CSc3ccccc3Cl)[nH]c(=O)c2c1C
 : 0	-6	0.8	-9	-8	-3	-1	-1	5
COc1ccc(NC(=O)CCCc2c[nH]c3ccccc23)cc1OC
 : -6	-3	0.9	2	-9	0	3	5	1
COCCOC(=O)c1[nH]c2c(c1C)C(=O)CC(c1ccco1)C2 (configuration not stated)
 : 3	9	-1.8	8	5	11	76*	77*	9
CC1=NN(c2ccccc2)C(=O)/C1=C\c1ccc(Oc2ccc([N+](=O)[O-])cc2[N+](=O)[O-])cc1
 : -12	-4	-0.4	16	-15	9	1	8	-8
CCN(CC)c1ccc(/C=N/NC(=O)Nc2nonc2N)cc1
 : -5	15	-0.1	-11	-1	-3	-2	4	7
CCOc1ccc(NC(=O)CCS(=O)(=O)c2ccc3c(c2)CCCN3C(C)=O)cc1
 : -7	-5	0.9	-12	-10	2	-3	4	1
CCn1c(=O)cc(SCC(=O)N2CCOCC2)c2ccccc21
 : -5	1	0.2	-35	-6	0	5	12	-5
O=C(Cc1cccs1)Nc1nnc(-c2ccccc2)s1
 : 4	-5	0.1	15	1	0	2	8	0
CCOC(=O)/C(C#N)=N\Nc1cc(Cl)ccc1OC
 : -18	-20	-1.3	1	-5	-30	4	-1	.
COc1ccc(N2CCN(C(=O)c3cc4c(s3)-c3ccccc3S(=O)(=O)C4)CC2)cc1
 : 81*	67*	-1.8	-2	-7	2	0	3	.

# Next compounds follow.
# Every second line gives: NPY1 pot ag	NPY2 pot ag	S1P4 agonist	S1P4 antag	RBBP9 inhibitor	Runt-CBFb FRET	Ba/F3 V617F tox	BaF3 tox	NPY-Y1 antag
Cc1cc(C(=O)CSc2nc3ccc(Cl)cc3[nH]2)c(C)n1CC1CCCO1 (configuration not stated)
 : -42	-7	-6.8	10	10	3	-3	1	-3
Cn1c(O)c(/C=C2\C=NN=C2c2ccccc2)sc1=S
 : 14	16	-0.2	-6	-3	3	-2	-2	.
O=c1/c(=C\c2ccc(F)cc2)sc2n1CCCN=2
 : 2	-1	2.3	7	3	2	2	3	4
O=C(CCc1nnc(-c2ccccc2)o1)NCc1c(F)cccc1F
 : 2	-9	0.5	7	-3	1	-1	6	6
CCc1ccc(NC(=O)CCS(=O)(=O)c2cccc3nsnc23)cc1
 : -26	-1	-2.8	2	-2	1	1	4	-1
CCOC(=O)C1CCC(CN(Cc2ccccc2C)S(=O)(=O)c2ccc([N+](=O)[O-])cc2)CC1 (configuration not stated)
 : -7	11	0.6	7	-7	-3	-1	5	-6
Cc1cccc2c1N(CC(=O)OC(C)C)C(=O)C2=O
 : 26	1	-1.6	-14	-4	0	-3	1	-4
O=C(Nc1nn[nH]n1)C12CC3CC(CC(C3)C1)C2
 : -8	3	1.0	-19	3	2	-3	0	4
CC(C)[C@H](NC(=O)c1ccccc1F)C(=O)Nc1nc2c(s1)CCCC2
 : -24	-4	0.5	-15	2	-2	-3	3	5
O=C(Nc1cccc(F)c1)NC1CC2CCCC(C1)N2C1CC1 (configuration not stated)
 : 18	14	-0.3	-9	-6	0	-2	0	4

# Exported tab-delimited: part of the list above
Structure	NPY1 pot ag	NPY2 pot ag	S1P4 agonist	S1P4 antag	RBBP9 inhibitor	Runt-CBFb FRET	Ba/F3 V617F tox	BaF3 tox	NPY-Y1 antag
CCOC(=O)c1sc2nc(CSc3ccccc3Cl)[nH]c(=O)c2c1C	0	-6	0.8	-9	-8	-3	-1	-1	5
COc1ccc(NC(=O)CCCc2c[nH]c3ccccc23)cc1OC	-6	-3	0.9	2	-9	0	3	5	1
COCCOC(=O)c1[nH]c2c(c1C)C(=O)CC(c1ccco1)C2 (configuration not stated)	3	9	-1.8	8	5	11	76*	77*	9
CC1=NN(c2ccccc2)C(=O)/C1=C\c1ccc(Oc2ccc([N+](=O)[O-])cc2[N+](=O)[O-])cc1	-12	-4	-0.4	16	-15	9	1	8	-8
CCN(CC)c1ccc(/C=N/NC(=O)Nc2nonc2N)cc1	-5	15	-0.1	-11	-1	-3	-2	4	7
CCOc1ccc(NC(=O)CCS(=O)(=O)c2ccc3c(c2)CCCN3C(C)=O)cc1	-7	-5	0.9	-12	-10	2	-3	4	1
CCn1c(=O)cc(SCC(=O)N2CCOCC2)c2ccccc21	-5	1	0.2	-35	-6	0	5	12	-5
O=C(Cc1cccs1)Nc1nnc(-c2ccccc2)s1	4	-5	0.1	15	1	0	2	8	0
CCOC(=O)/C(C#N)=N\Nc1cc(Cl)ccc1OC	-18	-20	-1.3	1	-5	-30	4	-1	.

# New compounds follow:
# Every second line gives: NPY1 pot ag	NPY2 pot ag	S1P4 agonist	S1P4 antag	RBBP9 inhibitor	Runt-CBFb FRET	Ba/F3 V617F tox	BaF3 tox	NPY-Y1 antag
COc1ccc(OC)c(NC(=O)CCC(=O)N(Cc2ccc(OC)c(OC)c2)c2nccs2)c1
 : 2	-13	0.4	0	-7	1	6	10	-1
NC(=O)c1cc(Cl)cn(-c2ccccc2)c1=O
 : -2	2	0.7	-8	0	1	-3	6	0
CSc1ccccc1NS(=O)(=O)c1ccccc1
 : -12	1	0.9	-5	2	-5	2	5	4
Cc1ccc(-c2nn3c(C)nnc3c3ccccc23)cc1S(=O)(=O)NC(C)(C)CO
 : 15	-10	-1.5	-10	-2	-1	1	-10	3
O=C(NCc1ccccc1)c1onc(CSc2ccc(F)cc2)c1C(=O)NCCCN1CCOCC1
 : -23	-14	-2.3	14	-2	-2	1	1	8
CCOC(=O)N1CCN(C(=O)c2ccc(Cl)c(S(=O)(=O)Nc3ccccc3)c2)CC1
 : 15	10	0.1	-7	-6	-1	4	6	0
CN1c2ccccc2Oc2nnc(Cl)cc21
 : 6	7	-0.1	2	-5	3	3	4	-3
CCOC(=O)N(C)S(=O)(=O)c1ccccc1[N+](=O)[O-]
 : -5	-7	1.4	5	-5	-4	1	7	-1
Nc1nc(-c2ccccc2)cc(C(F)(F)F)n1
 : -18	4	-0.1	0	-9	0	0	1	1
O=c1[nH]cc(-c2ccccc2)c(=O)[nH]1
 : 9	-1	0.8	-7	-10	-1	-2	0	.

# More records.
# Every second line gives: NPY1 pot ag	NPY2 pot ag	S1P4 agonist	S1P4 antag	RBBP9 inhibitor	Runt-CBFb FRET	Ba/F3 V617F tox	BaF3 tox	NPY-Y1 antag
COc1ccc(NC(=O)CN(c2ccccc2)S(=O)(=O)N(C)C)cc1Cl
 : 12	1	1.5	-17	-5	1	-2	0	6
O=C(NCc1ccc(F)cc1)c1ccc(N2CCc3ccccc32)c([N+](=O)[O-])c1
 : 4	6	-1.2	-10	3	0	1	4	-5
C=CCn1c(N)c(S(=O)(=O)c2cccs2)c2nc3ccccc3nc21
 : 7	8	-2.1	1	-3	4	0	2	-3
COC(=O)c1c(=O)n(O)c2ccc(OC)cc2[n+]1[O-]
 : -1	17	0.4	-13	0	-101	-1	5	-4
CN(C)C=Nc1nonc1-c1ccccc1
 : 1	0	0.1	0	8	1	-2	0	.
CC(C)NC(=O)NC(=O)COC(=O)C1CCCN1C(=O)c1cccs1 (configuration not stated)
 : 21	3	-4.8	17	4	-2	0	0	-1
Cc1nn(-c2ccccc2)c2[nH]c(C(F)(F)F)cc(=O)c12
 : 19	2	-4.2	-6	-7	1	-4	-1	-6
CCc1c(C(=O)O)[nH]c2ccc(Br)cc12
 : -11	-21	1.4	-15	0	0	-1	7	16
O=C(CCC1CCCN(C(=O)c2ccsc2)C1)N1CCN(c2ccccn2)CC1 (configuration not stated)
 : 11	-8	0.0	-9	1	2	-4	2	.
O=C(NCc1cccnc1)c1ccc(COc2cccc3ccccc23)o1
 : 31	-5	2.8	2	-1	9	0	6	6

# Next records
# Every second line gives: NPY1 pot ag	NPY2 pot ag	S1P4 agonist	S1P4 antag	RBBP9 inhibitor	Runt-CBFb FRET	Ba/F3 V617F tox	BaF3 tox	NPY-Y1 antag
N#Cc1c(NC(=O)Cn2cnc3ccccc3c2=O)oc(-c2ccccc2)c1-c1ccccc1
 : -19	-2	0.1	-18	1	-6	0	2	6
CC(C)(C)OC(=O)N1Cc2cc3ccccc3nc2C1CO (configuration not stated)
 : 1	4	-0.7	-5	-3	1	-5	0	.
CNC(=O)c1nnn(Cc2ccccc2)c1NC(=O)C(F)(F)F
 : 0	-8	-0.9	-21	-3	1	3	3	-1
COc1cccc(NC(=O)NCCc2ccc(Cl)cc2)c1
 : 10	3	-0.6	18	-4	0	0	5	5
Cc1cc(C[n+]2ccsc2N)c2ncccc2c1
 : -13	-28	0.0	-5	0	3	1	-13	.
CCc1c(C)nc(SCC(=O)N2CCN(c3ccccc3OC)CC2)[nH]c1=O
 : 9	9	0.4	-6	-10	-1	-3	7	8
Cc1ccc(N2CC(C(=O)Nc3ccccc3C(=O)NC3CCCCC3)CC2=O)cc1 (configuration not stated)
 : -11	-2	-2.0	-6	-9	-1	-1	0	-2
CCC(C)c1ccccc1NC(=S)Nc1cccnc1 (configuration not stated)
 : 6	4	0.3	0	-6	4	-2	3	1
COc1ccc(CC(=O)Nc2cc(C)on2)cc1
 : 0	0	-2.1	-13	-10	-2	1	2	0
CCCn1nc(C(=O)N2CCc3ccccc3C2)c2ccccc2c1=O
 : -14	10	0.1	-17	-4	-2	-1	6	8

# Next section.
# Every second line gives: NPY1 pot ag	NPY2 pot ag	S1P4 agonist	S1P4 antag	RBBP9 inhibitor	Runt-CBFb FRET	Ba/F3 V617F tox	BaF3 tox	NPY-Y1 antag
CC(C)(C)c1[nH]nc2c1C(c1cccnc1)C(C#N)=C(N)O2 (configuration not stated)
 : -2	2	0.4	1	-5	-2	-3	1	-2
O=C(CSc1nc2ccccc2n1CC(=O)N1CCOCC1)N1CCCC1
 : 0	-11	-0.3	-5	-5	0	2	4	-3
CCC(C)NC(=O)c1csc2c1CCCCC2 (configuration not stated)
 : -5	2	0.3	-26	4	0	-4	3	5
COc1ccccc1N1CCN(CC(O)COc2c(OC)cccc2OC)CC1 (configuration not stated)
 : 5	5	1.4	-8	-6	-1	0	0	6
O=C1CC(N2CCN(Cc3ccccc3)CC2)C(=O)N1c1ccccc1 (configuration not stated)
 : 6	4	-1.2	12	-5	-2	1	6	1
CN(C)C(=O)CCc1nc(-c2ccc(C(C)(C)C)cc2)no1
 : -25	-9	-0.7	-32	7	-2	4	6	2
Cc1cccc(Oc2cc(NC(=O)c3ccccc3)cc([N+](=O)[O-])c2)c1
 : 7	11	0.1	-6	-36	3	-3	7	1
O=C1NCCc2c1[nH]c1ccc([N+](=O)[O-])cc21
 : -2	-10	-1.5	-1	-1	0	2	4	-3
S=C(Nc1ccccc1Cl)Nc1ccc(Cl)cc1Cl
 : -12	4	-3.6	0	-7	1	-2	2	8
Cn1c(=O)c2c(nc(NCc3ccc4c(c3)OCO4)n2Cc2ccc(F)cc2)n(C)c1=O
 : -24	-7	1.8	1	5	0	-4	0	3
